Screening results as filed in PubChem BioAssay.
HTR5A ag: activates human HTR5A in OPRM1-OPRD1 agonist counter-screen. activation, % at 9.3 µM. HTR5A agonist assay, luminescence, cell-based. 0.61% of 340,000 active. AID 504692; in the data active = activation mostly above about 9.5%, no sharp cut-off; inactive = mostly below about 7.6%;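 also: 0% = cells with vehicle only and 100% = reference agonist; strong numbers were not always called active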
PvdQ inh: P. aeruginosa PvdQ acylase inhibition; 0.063% of 340,000 active; AID 488965; purified PvdQ acylase, fluorescence plate reader; inhibition, % at 10 µM; in the data active = inhibition above about 30%, passing the limit was not always enough; inconclusive = no clear call, values can overlap the other calls;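 also: 0% = vehicle neutral wells and 100% = reference inhibitor wells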
V-ATPase pH: regulators of yeast V-ATPase proton transport; S. cerevisiae, pHLuorin cytosolic pH fluorescence; response, % at 10 µM; 0.37% of 350,000 active; in the data active = response mostly above about 7.3%, no sharp cut-off; inactive = mostly below about 5.4%; also: actives read high; inactives centre near 0; some compounds called inactive have numbers as strong as hits; reference of the scale not given here
Wnt bcat act: Wnt/beta-catenin pathway activation | Wnt/beta-catenin reporter cell assay, activator, plate reader | activation, % at 9.35 µM | 1.2% of 300,000 active | AID 743398; in the data active = activation above about 30%, passing the limit was not always enough; inconclusive = no clear call, values can overlap the other calls;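 also: 0% = neutral control wells and 100% = positive control wells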
NSD2 HMT inh: NSD2 (human) methyltransferase inhibition. O96028. NSD2 peptide methylation, AlphaScreen, 120 min. inhibition, % at 12.5 µM. 0.54% of 310,000 active. AID 743445; in the data active = inhibition above about 50%
HTR5A inv ag: inverse agonist of human HTR5A in OPRM1-OPRD1 counter-screen; P47898; 0.083% of 340,000 active; inhibition, % at 9.3 µM; HTR5A cell line, luminescence, inverse agonism; in the data active = inhibition mostly above about 23%, no sharp cut-off; inactive = mostly below about 18%;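 also: 0% = cells with DMSO and 100% = no-cell wells with DMSO; some compounds called inactive have numbers as strong as hits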
MITF act: activators of MITF-driven TRPM1 promoter activity in SK-MEL-5 cells; activation, % at 12.5 µM; AID 588334; 0.75% of 300,000 active; SK-MEL-5 TRPM1-promoter luciferase, 24 h; % of positive control, neutral wells = 0;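 active = mean activation of at least 80% with every replicate also reaching 80%; inconclusive = mean reaches 80% but some replicate falls short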;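 also: 0% = neutral control wells and 100% = parthenolide positive control wells; values of inactives mirror those of a sister screen read the other way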
SR-BI HDL uptake: inhibitors of mouse SR-BI mediated HDL lipid uptake. Q61009. ldlA[mSR-BI] CHO cells, DiI-HDL uptake fluorescence, 3 h. inhibition, % at 12.5 µM. 0.96% of 320,000 active. AID 488896;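 active = mean replicate inhibition of at least 70% and a set share of replicates each scoring 70 or more; inconclusive = meets just one of the two criteria; inactive = fails both criteria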;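 also: 0% = median of neutral control wells and 100% = median of positive control wells; values of inactives mirror those of a sister screen read the other way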
Target sequence (Q61009 whole entry, looked up): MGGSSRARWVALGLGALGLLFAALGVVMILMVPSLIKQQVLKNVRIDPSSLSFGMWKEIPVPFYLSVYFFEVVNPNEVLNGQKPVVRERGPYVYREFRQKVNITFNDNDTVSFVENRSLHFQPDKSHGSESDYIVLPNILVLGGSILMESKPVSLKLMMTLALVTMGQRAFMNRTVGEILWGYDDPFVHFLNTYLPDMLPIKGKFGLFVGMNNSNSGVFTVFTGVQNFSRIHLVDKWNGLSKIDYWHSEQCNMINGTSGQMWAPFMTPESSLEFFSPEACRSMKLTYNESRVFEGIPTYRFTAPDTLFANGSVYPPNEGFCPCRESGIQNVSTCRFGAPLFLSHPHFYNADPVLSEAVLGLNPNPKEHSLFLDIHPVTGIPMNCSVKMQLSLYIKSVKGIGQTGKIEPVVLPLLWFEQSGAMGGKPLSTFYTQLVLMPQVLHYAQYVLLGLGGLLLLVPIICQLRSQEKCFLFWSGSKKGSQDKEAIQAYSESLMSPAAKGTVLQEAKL
dFosB activator: activators of mouse delta FosB homodimer | P13346 | activation, % at 25 µM | 0.99% of 340,000 active | purified delta FosB, TAMRA-CDK5 oligo fluorescence polarization; percent of positive-control signal above neutral wells;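 active = mean activation above about 17%, with every replicate also reaching it, limit read from the data, passing the limit was not always enough; inconclusive = only one of the two conditions met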;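 also: fluorescence polarization rise as delta FosB binds a TAMRA Cdk5 AP-1 oligo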
Target sequence (P13346 whole entry, looked up): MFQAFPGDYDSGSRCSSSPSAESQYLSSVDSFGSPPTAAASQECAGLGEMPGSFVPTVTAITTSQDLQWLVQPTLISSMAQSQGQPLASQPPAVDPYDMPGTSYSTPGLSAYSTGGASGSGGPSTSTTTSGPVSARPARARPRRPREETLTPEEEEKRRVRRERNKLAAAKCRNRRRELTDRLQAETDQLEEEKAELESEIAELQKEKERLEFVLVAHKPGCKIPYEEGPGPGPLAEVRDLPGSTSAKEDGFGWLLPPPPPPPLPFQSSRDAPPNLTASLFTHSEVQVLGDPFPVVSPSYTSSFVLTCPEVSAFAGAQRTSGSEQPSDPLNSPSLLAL
CDK5 p35 inh: blocks human CDK5/p35 kinase activity. inhibition, % at 10 µM. Recombinant CDK5/p35, ADP-Glo luminescence, 60 min. AID 488839. 0.01% of 330,000 active;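 active = highest replicate inhibition of at least 50% and at least 75% of replicates reaching 50%; inconclusive = only one of the two criteria met; inactive = both criteria failed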;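 also: plate controls were DMSO neutral control for no effect and GW8510 at 10 µM for full effect; many of its hits are not listed in these tables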
* = called active by the depositor; ? = inconclusive; . = not tested or not shown.

molecule	HTR5A ag	PvdQ inh	V-ATPase pH	Wnt bcat act	NSD2 HMT inh	HTR5A inv ag	MITF act	SR-BI HDL uptake	dFosB activator	CDK5 p35 inh
COc1ccc(S(=O)(=O)N2CCC(C(=O)NCc3cccnc3)CC2)cc1C	-3	-16	1	0	-3	2	10	-3	-2	1.3
CCCCCOc1ccc(/C(C)=N/NC2=NCCN2)cc1	-3	-14	-2	-3	7	10	.	-23	-17	-1.1
CCOc1ccc(Br)cc1S(=O)(=O)NCC(c1ccc(OC)cc1)N1CCOCC1 (stereo not drawn)	7	-1	-2	0	-3	-18	.	-14	-2	1.1
O=C(Nc1cc(C(F)(F)F)ccc1-n1cncn1)c1ccc(F)cc1Cl	-2	-9	-1	1	8	5	-3	10	1	-1.3
OCC1OC(n2cnc3c(N4CCCCC4)ncnc32)C(O)C1O (stereo not drawn)	3	-10	-1	-5	-3	-11	-4	-7	0	-1.0
C=CCN(CC=C)C(=O)C1CCN(S(=O)(=O)c2ccc(N3CCCC3=O)cc2)CC1	-1	-9	-3	-2	0	5	-3	-41	-3	-0.4
O=C(Nc1cccc(O)c1)c1ccc(C(F)(F)F)cc1	3	-8	0	15	3	-7	54	2	-13	2.2
Cc1cc(C(C#N)c2ccc(Cl)cc2)c(Cl)cc1NC(=O)c1cc(I)cc(I)c1O (stereo not drawn)	-2	13	-3	2	.	6	4	20	-10	0.9
CCOc1ccc(C(O)Cc2nc3ccccc3n2C)cc1 (stereo not drawn)	5	-6	2	.	-3	3	21	-7	3	-1.1
Cc1cc(C)nc(NS(=O)(=O)c2ccc(NC(=O)Cc3ccccc3)cc2)n1	-5	-6	-7	-1	-1	14	-4	-18	0	0.8
Cc1cccc(C(=O)Nc2nnc(-c3ccc(C(C)(C)C)cc3)s2)c1	-1	1	-5	0	-3	4	0	-5	-7	1.1
O=C1CSC(=O)N1CCOCCN1C(=O)CSC1=O	-2	-11	-4	-3	-8	5	.	12	1	0.8
Cc1cccnc1NC(=O)CCc1nnc2ccc(NCc3ccco3)nn12	3	-1	1	1	8	-1	-9	1	-8	-9.0
O=[N+]([O-])c1ccc(Cl)cc1N/N=C/c1ccncc1	-3	2	1	-1	6	-50	9	8	-5	0.3
COc1ccc(CCNC(=O)c2cc3c(=O)n(C)c4ccccc4c3n2C)c(OC)c1	-1	1	-6	6	-6	3	5	40	-7	0.0
O=C(N/N=C/c1ccc(N2CCOCC2)o1)c1cccc(C(F)(F)F)c1	-4	-5	-2	.	3	5	-8	0	-2	1.1
O=C(Nc1ccc2ncccc2c1)c1ccccc1Br	3	-13	-2	.	2	-11	.	-214	-26	-4.4
Cc1oc(-c2ccccc2)cc1C(=O)NCc1ccncc1	-3	0	-7	-1	12	7	-8	14	-9	-0.2
Cc1nn(C)c(C)c1NS(=O)(=O)c1c(C)n[nH]c1C	1	-6	-4	-2	-2	-5	1	0	5	-1.5
Cc1nn(C(=O)CCC(=O)NCc2cccc(F)c2)c2ccccc12	-2	-16	0	1	0	5	-3	-13	-3	-1.0
O=C(CSc1nnc(-c2cccs2)n1-c1ccccc1)NCc1ccco1	-1	3	-2	-5	1	-10	.	28	-9	-2.0
COC(=O)c1ccc(OC(=O)C2CC(=O)N(c3ccc(C)cc3C)C2)cc1 (stereo not drawn)	1	-17	0	.	-3	18	4	-15	-6	0.9
COc1ccc(OC)c(S(=O)(=O)Nc2ccc(C(N)=O)cc2)c1	2	-5	-3	-1	-1	-15	-3	2	-6	-0.5
CC(=O)c1ccc(NC(=O)c2cc(CC(C)C)nc3ccccc23)cc1	1	4	3	-2	1	-2	.	58	-3	-0.3
CCC(=O)c1ccc(OCC(=O)OCC(=O)N2CCCc3ccccc32)cc1	-1	-16	-2	0	-2	4	-5	-20	-5	-0.4
Oc1ccc(C=NNc2nc3ccccc3s2)c(O)c1	1	-11	6	-4	0	-3	-13	?	7	5.2
O=c1[nH][nH]c(C(F)(F)F)c1C=NCc1ccccc1Cl	0	-6	-1	.	-1	-12	18	.	-15	1.8
CN(C)c1ccc(N/C=C/C(=O)c2ccco2)cc1	1	-1	1	43*	5	3	21	10	-7	4.0
Cc1ccc(S(=O)(=O)Nc2ccc(-c3ccc4nncn4n3)cc2)cc1	2	8	2	2	-1	-12	10	2	6	1.1
Cc1cc(C)c2cc(CN(CCN3CCCC3)C(=O)Nc3ccc(F)cc3)c(=O)[nH]c2c1	-3	4	-2	.	38	17	6	0	31*	-1.1
O=C(Cn1cnc2c(nnn2-c2ccccc2)c1=O)NCc1ccco1	-2	-8	2	-4	.	-13	-7	-40	-7	0.2
COc1ccc(CN(CC(=O)NC2CCCC2)C(=O)c2ccc(-c3ccccc3)[nH]2)cc1	-1	-14	0	-5	-2	3	1	14	-9	-3.6
O=C(NCC(=O)N1CCOCC1)c1ccc(Cl)c(Cl)c1	1	-11	2	-4	-3	-5	22	3	-2	-3.0
CC1CCc2c(sc3nc(C(C)(C)C)nc(N4CCN(C(=O)CCl)CC4)c23)C1 (stereo not drawn)	46*	1	-2	2	2	-171	.	50	-14	0.0
CCc1ccc(S(=O)(=O)N2CCN(c3ccccc3OC)CC2)cc1	0	-13	5	0	-2	-6	7	53	-8	0.4
Cc1ccc(N/C(SCc2ccccc2C)=C(/C#N)C(=O)NCc2ccco2)cc1C	1	-11	-3	-5	-1	12	-3	47	-11	-2.5
COc1ccc(CNCCC(c2ccccc2)c2ccc(OC(C)C)cc2)cc1OC (stereo not drawn)	-1	-11	-1	-11	2	2	.	-8	?	-0.8
COc1ccc(NC(C)=O)cc1NC(C)C(=O)Nc1cccc2ccccc12 (stereo not drawn)	0	-16	-2	.	1	-6	-2	2	0	0.4
O=C(COc1cccc(F)c1)N1c2ccccc2Sc2ccccc21	1	-1	-2	.	2	-11	19	-2	-7	-0.2
CCOC(=O)C1=C(COC(=O)/C=C/c2cccc(OC)c2)NC(=O)NC1C (stereo not drawn)	13	10	-4	2	-2	8	4	43	-19	0.2
CCOc1cc2[nH]c(=S)n(CCN3CCCCC3CC)c(=O)c2cc1OCC (stereo not drawn)	-4	-7	2	.	13	12	.	-2	2	1.2
COC(=O)C1=C(C)N(Cc2ccco2)C(=O)/C1=C\c1ccc([N+](=O)[O-])cc1	-1	-7	-2	-2	3	3	-11	19	-10	0.6
Cc1[nH]c2c(C)cccc2c(=O)c1Br	-5	-4	3	.	-1	-21	-2	-10	-5	1.0
O=C(O)CCCC(=O)OCc1c(-c2ccccc2)ncc2ccccc12	1	-7	-2	-7	.	-2	5	-17	-4	1.8
COc1cc(NC(=O)COn2nnc3ccc(S(C)(=O)=O)cc32)cc(OC)c1	-5	-15	2	1	0	13	2	14	3	2.2
COc1ccc(CCN=C(N)NS(=O)(=O)c2cccs2)cc1OC	0	2	-3	-2	2	27	1	6	-4	0.2
COc1ccccc1OCC(=O)Nc1ccc(-c2nnc(-c3ccco3)o2)cc1	-1	16	-1	-1	-2	-1	15	36	-6	0.0
Cc1nc(SCC(=O)NCCN2C(=O)CSC2=O)nc(C)c1C	5	3	5	-2	0	-12	-1	-15	-2	-2.3
O=S(=O)(c1ccc2[nH]c3c(c2c1)CCCC3)N1CCCCC1	2	-10	6	-3	0	-6	-15	-12	0	-0.8
CCn1c(=O)c2sccc2n(Cc2ccccc2)c1=O	-2	-8	1	.	.	8	-6	-12	-4	1.3
O=C(CN1CCOCC1)Nc1ccc(N2CCN(c3ccccc3)CC2)c(F)c1	-2	-7	1	-1	2	4	-8	10	-3	-8.5
COc1ccccc1N1CCN(C(=O)c2ccc3c(=O)n4c(nc3c2)CCCCC4)CC1	-2	-12	-4	1	-6	0	20	-2	-13	2.7
CC1(C)Cc2ccccc2C(=NC(Cc2ccccc2)C(=O)O)N1 (stereo not drawn)	-4	3	7	-1	1	13	.	-22	2	-3.3
Clc1ccc(CNCc2cccs2)c(Cl)c1	2	-16	1	0	-5	-7	9	0	-2	-7.0
CN1C(=O)N(c2ccc(Cl)cc2)C(C)(O)CC1(C)C (stereo not drawn)	5	17	-6	3	-3	-20	-2	3	-6	1.2
Cc1cc(OCc2nn[nH]n2)c2c(C)c(Cc3ccccc3)c(=O)oc2c1	5	-8	-1	.	23	-4	-4	0	-5	-1.3
O=C(Nc1ccccc1OC(F)F)c1ccc(S(=O)(=O)N2CCOCC2)cc1	3	2	-3	-2	-7	2	-5	40	-11	0.4
CC(C)CCOP(=O)(c1ccccc1)c1ccccc1	3	7	5	.	-2	-49	13	-9	3	2.5
CC(=O)CCc1c(C)nc2ccc(C)cc2c1Cl	0	-12	1	6	0	0	11	24	-17	1.0
CNC(=O)N(O)C1N(NC(=O)Nc2cccc3ccccc23)C(=S)SC1(C)C (stereo not drawn)	1	-1	-3	.	0	-27	2	-3	-9	-0.6

Additional compounds:
molecule	HTR5A ag	PvdQ inh	V-ATPase pH	Wnt bcat act	NSD2 HMT inh	HTR5A inv ag	MITF act	SR-BI HDL uptake	dFosB activator	CDK5 p35 inh
CCc1nnc(NC(=O)Nc2ccccc2OC)s1	5	0	2	-5	32	-13	135*	52	-3	0.8
O=C(CN(C(=O)c1csnn1)c1ccccc1Cl)NC1CCCCC1	11	-7	0	-1	-3	-30	-11	.	0	-0.6
CCC(CO)Oc1cc(NC(=O)c2ccc(F)cc2)c2ncn(C(C)C)c2c1 (stereo not drawn)	2	10	2	-3	.	-5	-16	41	3	0.5
O=C(OCCCN1CCCCC1)c1ccc(O)cc1	-3	-12	11	-4	31	9	12	-19	0	0.6
Cc1cc(C)c(C)c(OCCCCn2cnc3ccccc3c2=O)c1	3	-3	4	.	-7	-46	4	-22	-7	-1.7
O=C(CSc1cccc[n+]1[O-])N1CCCc2ccccc21	1	0	-2	-2	-2	-25	-18	0	0	-1.8
O=C(Nc1ccc2nc(-c3cccs3)c(-c3cccs3)nc2c1)N1CCOCC1	2	-9	6	.	1	16	-7	36	-18	0.3
CN(C)c1ccc(N/C=C/C(=O)C(F)(F)F)cc1	-3	6	0	22	1	8	41	-10	-1	-0.7
COc1cc(/C=C/C(=O)NCc2cccnc2)cc(OC)c1OC	0	-7	-4	2	.	-1	-7	32	1	0.2
CC1CCc2c(sc(NC(=O)COC(=O)c3ccccc3NCc3ccco3)c2C#N)C1 (stereo not drawn)	-5	-18	0	1	-3	15	-1	-29	-3	-1.7
Cc1coc2cc3oc(=O)c(Cc4ccccc4)c(C)c3cc12	-2	-4	-2	0	1	-12	6	18	8	0.2
CSc1ccc(/C=C/c2ccc3cccc(O)c3n2)cc1	-9	-1	-1	19	0	24*	-7	9	-5	1.8
Cc1c(C(=O)N/N=C/c2ccccc2)[nH]c2ccc(Cl)cc12	3	-8	-1	-3	1	-10	1	37	-3	-1.2
Nc1ncn(C23CC4CC(CC(C4)C2)C3)n1	1	-3	-2	0	1	-10	-5	-10	1	1.4
